POLI inh: qHTS for Inhibitors of Polymerase Iota | DNA polymerase iota (Homo sapiens), Q9UNA4 | Pol iota fluorescent replication assay, 10 min | Potency, µM (top dose mostly 115 µM), for the others: at the highest dose activity, negative = inhibition, actives largely listed as inhibitors | actives 1% (n = 390,000) | AID 588590, 2011
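Pol iota at 10 nM preincubated 15 min with compounds at room temperature; reaction started with fluorescent substrate, 50 nM final. Fluorescence read kinetically at 0 and 10 min; buffer-only wells as negative control.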
JMJD2A Tudor inh: qHTS Assay for Inhibitors of JMJD2A-Tudor Domain; AlphaScreen JMJD2A-Tudor / H3K4me3 peptide binding; Potency, µM (top dose mostly 114 µM), for the others: top-dose activity change, negative = inhibition, actives largely listed as inhibitors; actives 4.4% (n = 390,000); also: % is scaled to controls: 0 for no effect and ±100 for the full control effect; nearly all actives have a fitted effect of over 50% in size
HP1b chromo inh: HTS for Inhibitors of HP1-beta Chromodomain Interactions with Methylated Histone Tails | actives 0.56% (n = 390,000) | AlphaScreen HP1-beta / biotin-H3K9me3 peptide binding | AID 540317, 2011 | Chromobox protein homolog 1 (Homo sapiens), P83916 | Potency, µM (series often up to 114 µM), for the others: at the highest dose activity change, negative = inhibition, hits mostly inhibitors; also: nearly all actives have a fitted effect of over 70% in size; inactives centre near 23
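Compound inhibition of the preformed complex between 50 nM HP1-beta and 50 nM biotinylated H3K9me3 peptide was read by AlphaScreen. Buffer was PBS pH 7.4 with 0.01% Tween-20. Incubations ran 30 min at room temperature, with 10 ug/mL donor/acceptor beads.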
GLS inhibitor: qHTS for Inhibitors of Glutaminase (GLS); Glutaminase kidney isoform, mitochondrial (Homo sapiens), O94925; GLS enzymatic activity, qHTS titration; Potency, µM (series often up to 45.5 µM), inactives show top-dose activity change, negative = inhibition, most hits filed as inhibitors; actives 0.21% (n = 410,000); AID 624170, 2012; also: % is scaled to controls: 0 for no effect and ±100 for the full control effect
Target sequence (O94925 whole entry, looked up, canonical isoform): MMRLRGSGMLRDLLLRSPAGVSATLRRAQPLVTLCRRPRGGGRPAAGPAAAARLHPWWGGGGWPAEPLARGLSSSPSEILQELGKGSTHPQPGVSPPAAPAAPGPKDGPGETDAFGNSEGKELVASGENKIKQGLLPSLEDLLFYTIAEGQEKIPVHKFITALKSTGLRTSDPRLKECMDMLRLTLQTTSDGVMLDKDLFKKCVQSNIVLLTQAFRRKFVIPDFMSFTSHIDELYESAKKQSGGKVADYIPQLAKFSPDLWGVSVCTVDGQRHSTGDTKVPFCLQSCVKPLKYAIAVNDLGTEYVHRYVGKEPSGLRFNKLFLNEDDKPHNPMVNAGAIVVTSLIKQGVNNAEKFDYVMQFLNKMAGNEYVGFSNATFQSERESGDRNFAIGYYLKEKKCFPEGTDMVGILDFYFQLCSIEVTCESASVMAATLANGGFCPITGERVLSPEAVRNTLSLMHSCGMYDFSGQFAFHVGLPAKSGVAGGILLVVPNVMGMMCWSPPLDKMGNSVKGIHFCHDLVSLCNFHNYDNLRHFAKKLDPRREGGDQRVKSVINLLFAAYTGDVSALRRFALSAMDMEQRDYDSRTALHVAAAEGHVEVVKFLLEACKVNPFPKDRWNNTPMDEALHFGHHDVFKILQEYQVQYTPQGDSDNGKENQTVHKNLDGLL
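Read-out is an Amplex red fluorescence increase coupled through glutamate oxidase and HRP, measured before and after 30 min room-temperature incubation. hKGA is in 45 mM KH2PO4 (pH 8.2) with 0.02% Tween-20; glutamine added as 1mM solution.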
Tb PGK inh: qHTS Assay to Find Inhibitors of Phosphoglycerate Kinase. Phosphoglycerate kinase, glycosomal (Trypanosoma brucei brucei), P07378. PGK/GAPDH coupled, Kinase-Glo luminescence, 60 min. Potency, µM (highest dose often 57.5 µM), for the others: top-dose activity change, negative = inhibition, actives largely listed as inhibitors. actives 0.043% (n = 380,000). AID 602233, 2012; also: % is scaled to controls: 0 for no effect and ±100 for the full control effect; nearly all actives have a fitted effect of over 60% in size
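Luminescent ATP detection (Kinase-Glo Plus) follows a 60-minute room-temperature incubation, with wells lacking PGK as controls. Buffer: 100 mM TEA (pH 7.6), 5 mM MgCl2, 0.01% Tween-20. Coupling enzyme GAPDH (100 nM final) supplies unstable 1,3-BPG in-well.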
BLM inh: qHTS Assay for Inhibitors of Bloom's syndrome helicase (BLM) | recombinant BLM DNA unwinding, fluorescence dequenching | actives 0.2% (n = 350,000) | AID 2528, 2010 | RecQ-like DNA helicase BLM (Homo sapiens), P54132 | Potency, µM (top dose mostly 56.1 µM), without a hit: at the highest dose activity change, negative = inhibition, usual class: inhibitors;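 also: plate controls were vehicle for no effect and no enzyme for full effect; nearly all actives have a fitted effect of over 35% in size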
G9a block: qHTS Assay for Inhibitors of Histone Lysine Methyltransferase G9a; Histone-lysine N-methyltransferase EHMT2 (Homo sapiens), Q96KQ7; G9a H3K9 monomethylation, AlphaScreen, 2 h; AID 504332, 2011; actives 8.8% (n = 350,000); Potency, µM (titrated, usually from 102 µM), inactives show at the top dose activity, negative = inhibition, usual class: inhibitors; also: % is scaled to controls: 0 for no effect and ±100 for the full control effect; nearly all actives have a fitted effect of over 75% in size
Target sequence (Q96KQ7 913-1193 limits assumed): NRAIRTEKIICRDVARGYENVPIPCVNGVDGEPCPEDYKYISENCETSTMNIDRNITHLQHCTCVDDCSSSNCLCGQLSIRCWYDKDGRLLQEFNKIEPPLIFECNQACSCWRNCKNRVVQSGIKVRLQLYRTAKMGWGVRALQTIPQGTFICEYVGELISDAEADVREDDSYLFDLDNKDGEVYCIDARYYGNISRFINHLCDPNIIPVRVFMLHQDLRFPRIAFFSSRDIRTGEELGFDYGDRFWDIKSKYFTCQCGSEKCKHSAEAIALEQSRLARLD
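G9a (20 nM) preincubated 15 min RT with compounds, then 500 nM biotinylated H3K9 peptide and 20 uM SAM added; 2 h RT reaction. Monomethyl-H3K9 product detected by AlphaScreen with anti-H3K9me1 antibody, streptavidin donor and anti-rabbit IgG acceptor beads.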
Pin1 inhibitor: qHTS Assay to Find Inhibitors of Pin1 | Peptidyl-prolyl cis-trans isomerase NIMA-interacting 1 (Homo sapiens), Q13526 | Pin1 FP peptide displacement, HiFluor488, 10 min | Potency, µM (doses to about 115 µM), for the others: at the top dose activity, negative = inhibition, hits mostly inhibitors | actives 0.009% (n = 390,000); active = well fitted inhibition curve with a large enough effect in the polarisation, with a control signal flat, not every such curve was filed as active; inconclusive = small, poorly fitted or top-dose-only effect, or effect the other way, or a change in a side signal; inactive = no such curve, though single readings can be large or run the other way; the % refers to the polarisation; also: % is scaled to controls: 0 for no effect and ±100 for the full control effect
BAZ2B block: qHTS Assay for Inhibitors of BAZ2B; actives 4.4% (n = 360,000); Potency, µM (highest dose often 114 µM), for inactives: at the top dose activity change, negative = inhibition, usual class: inhibitors; AID 504333, 2011; AlphaScreen BAZ2B-H3K14Ac peptide displacement; Bromodomain adjacent to zinc finger domain protein 2B (Homo sapiens), Q9UIF8; also: % is scaled to controls: 0 for no effect and ±100 for the full control effect; nearly all actives have a fitted effect of over 60% in size
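AlphaScreen displacement: compounds (up to 110uM) incubated 30 min at room temperature with a preformed 50 nM BAZ2B/50 nM biotinylated H3K14Ac peptide complex in PBS pH 7.4 with Tween-20. Donor and acceptor beads at 10 ug/mL final added, 20 min light-protected before reading.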
* = called active by the depositor; i = inactive; ? = inconclusive; / = no result given; & = joins results of further samples; [ ] = another dose, or the depositor's remark. Unless noted, calls follow the shape of the dose curve; as a rule, active = well fitted curve in the direction sought with a large enough effect; inconclusive = small, poorly fitted or top-dose-only effect, or another doubt; inactive = no such curve, though single readings can be large; an effect the other way counts as inactive or inconclusive. Potency is read from the fitted curve at half-maximal effect. An excerpt; rates above refer to the full screens.

SMILES	POLI inh	JMJD2A Tudor inh	HP1b chromo inh	GLS inhibitor	Tb PGK inh	BLM inh	G9a block	Pin1 inhibitor	BAZ2B block
C/C(=N/NC(=O)Cc1ccccc1)c1ccc(C)s1	244.8%[activator]	-12.2%	2.4%	14.5%	-9.2%	-6.1%	3.3%	-6.0%	-19.5%
COc1cccc(CNc2ccc(S(=O)(=O)Nc3nccs3)cc2)c1O	13.0%	-35.1%	-20.8%	6.6%	-13.9%	4.6%	100.2%[activator][59 µM]	-1.5%	62.8%[activator]
COc1ccc(NC(=O)CCCn2c(=O)c3sccc3n(Cc3ccc(C)cc3C)c2=O)cc1	-17.3%	5.7%	35.2%	-2.0%	-8.7%	0.7%	14.6%	8.6%	7.6%
Cc1ccc(OCC(=O)Nc2ccccc2N2CCOCC2)c(C)c1	-8.4%	24.4%	53.1%[activator]	-3.1%	-5.2%	-11.5%	-0.6%[59 µM]	-2.1%	9.5%
CCc1ccc(NCc2cc3ccc(OC)cc3n(CC(=O)Nc3ccc(C)c(Cl)c3)c2=O)cc1	21.4%	-8.3%	13.3%	-14.6%	-1.6%	-2.9%	4.1%[59 µM]	-10.8%	-22.1%
NC(=S)NN=C1CCCCC12CCCC2	-14.0%	-24.1%	24.3%[57 µM]	3.3%	i	/	/	0.5%	/
Cc1ccc(NC(=O)CN(C)C(=O)Cn2ncc(Cl)c(Cl)c2=O)cc1	44.7µM*	-12.8%	5.0%	4.7%	-6.7%	-13.4%	?	?	-8.5%
Cc1cc(C)c(NS(=O)(=O)c2ccc3c(c2)NC(=O)CCS3)c(C)c1	-3.9%&1.3%	14.4%&-6.8%	30.4%&30.0%	2.5%&4.5%	-3.2%&-2.7%	-4.9%&-1.1%	-26.5%[59 µM]	-13.0%&-1.0%	?
COc1ccc(C(CNC(=O)c2ccc(-c3ccccc3)cc2)N(C)C)cc1OC (stereo not given)	39.1%[activator]	-27.9%	5.3%	-12.2%	-1.4%	5.1%	-8.7%	0.1%	-18.1%
CCOc1ccc2nc(N3CCCC(C(=O)NCCc4ccc(OCC)c(OCC)c4)C3)sc2c1 (stereo not given)	30.0%	-5.1%	37.3%	-2.8%	-3.4%	-5.1%	3.8%[59 µM]	2.3%	-13.0%
Cc1c(C)n2c(SCC(=O)NC3CCCC3)nnc2[nH]c1=O	7.2%	14.1µM*	51.6%[activator]	-7.4%	-6.3%	/	?	-9.1%	6.4%
CN1CCN(c2ccc(NC(=O)c3ccc4ccccc4c3)cc2)CC1	24.1%	-22.1%	9.4%[57 µM]	1.9%	i	2.2%	8.0%	-4.1%	?
CCC1S/C(=N/S(=O)(=O)c2ccc(N)cc2)NC1=O (stereo not given)	70.0%[activator]	0.7%	25.9%	0.4%	5.8%	/	/	-1.9%	/
Cc1nc2ccccc2n1/N=C/c1ccc([N+](=O)[O-])s1	200.9%[activator]	-18.9%	-22.9%	0.0%	-4.5%	-7.5%	50.1µM*	?	-32.6%
CCC(CC)NC(=O)CSc1nnc(-c2c[nH]c3ccccc23)o1	-22.1%	-9.8%	33.5%	-9.9%	-3.2%	-5.9%	-23.0%	-5.5%	-8.7%
CCOC(=O)c1nc(Nc2ccccc2CC)c2ccccc2n1	133.9%[activator]	-22.0%	16.7%	1.0%	-6.3%	-1.1%	28.3%[0.501 µM]	0.9%	-2.1%
CNc1nc(N/N=C/c2cc([N+](=O)[O-])ccc2F)nc(Nc2ccccc2)n1	-28.2%	-32.3%	25.6%	-5.6%	i	/	/	-0.7%	/
CCC(=O)Nc1nc2ccc([N+](=O)[O-])cc2s1	20.1%	-4.2%	35.4%	-14.8%	-7.1%	1.5%	4.4%	-3.0%	-16.1%
CCN(CC(=O)Nc1c(F)cccc1F)C(=O)CSCc1c(C)noc1C	15.8%	-14.2%	8.5%	-1.0%	-0.5%	/	18.3%[0.501 µM]	-8.0%	9.1%
CCC1CCCCN1C(=O)CSc1nnc(-c2ccc(OC)c(OC)c2)o1 (stereo not given)	24.1%	7.2%	29.6%	0.4%	-7.4%	-0.3%	-29.4%[59 µM]	-0.8%	1.8%
COc1ccc(CNC(=O)c2cnc(C)cn2)cc1	?	-30.3%	16.8%	-28.6%	-6.4%	4.1%	-1.5%[59 µM]	?	50.1µM*
CCCOC(=O)c1ccc(NC(=O)C2C3CCC(C3)C2C(=O)O)cc1 (stereo not given)	9.2%	-6.2%	34.9%	16.8%	5.0%	6.4%	8.2%[59 µM]	-2.5%	-2.9%
O=C1CSC(c2cccnc2)N1Cc1cccnc1 (stereo not given)	?	-9.9%	17.7%	-2.5%	-1.5%	-1.3%	?	-0.1%	-3.2%
COC(=O)/C(=C/c1ccc(OC)cc1)NC(=O)c1ccco1	7.5%	-19.9%	19.3%	11.7%	5.5%	2.8%	-5.1%	-12.7%	-1.1%

2 entries from above in a different format:
Values run as follows: POLI inh | JMJD2A Tudor inh | HP1b chromo inh | GLS inhibitor | Tb PGK inh | BLM inh | G9a block | Pin1 inhibitor | BAZ2B block
- CCN(CC(=O)Nc1c(F)cccc1F)C(=O)CSCc1c(C)noc1C
  15.8% | -14.2% | 8.5% | -1.0% | -0.5% | / | 18.3%[0.501 µM] | -8.0% | 9.1%
- COC(=O)/C(=C/c1ccc(OC)cc1)NC(=O)c1ccco1
  7.5% | -19.9% | 19.3% | 11.7% | 5.5% | 2.8% | -5.1% | -12.7% | -1.1%

Later entries:
SMILES	POLI inh	JMJD2A Tudor inh	HP1b chromo inh	GLS inhibitor	Tb PGK inh	BLM inh	G9a block	Pin1 inhibitor	BAZ2B block
Fc1cccc(Cl)c1CSc1nnc(CN2CCOCC2)n1-c1ccccc1	12.7%	-10.0%	43.9%[activator]	5.3%	2.7%	-1.4%	9.5%	-1.0%	8.9%
Cc1nn(CC(=O)OCC(=O)NCCc2ccc(S(N)(=O)=O)cc2)c(C)c1[N+](=O)[O-]	1.0%	-14.8%	20.4%	1.1%	-7.7%	/	11.4%[12.7 µM]	2.6%	-3.3%
N#Cc1ccccc1Cn1c(=O)n(CCCCC(=O)NCc2ccc3c(c2)OCO3)c(=O)c2ccccc21	7.2%	-6.1%	20.0%	-10.4%	6.8%	-5.1%	-21.1%[59 µM]	0.2%	4.7%
CCN(CC)C(=O)Cn1c(=O)n(CCCCCC(=O)NCc2ccccc2)c(=O)c2sccc21	60.2%[activator]	-7.5%	19.7%	-4.4%	/	-9.8%	13.3%[59 µM]	2.1%	2.4%
COc1ccc(OC)c(NC(=O)c2cc(-c3ccc(Cl)s3)nc3ccccc23)c1	4.1%	7.2%	35.2%[activator]	-13.0%	i	-1.3%	-2.6%[59 µM]	0.1%	3.5%
Cc1c(N2C(=O)C(=O)/C(=C(/O)c3ccc(Cl)cc3)C2c2ccccc2)c(=O)n(-c2ccccc2)n1C (stereo not given)	11.5%	?	28.6%	6.7%	-0.5%	0.9%	-18.6%[59 µM]	-0.7%	-28.1%
COc1cccc(/C=C/c2nc(C#N)c(NCC(C)C)o2)c1	-12.5%	52.8%[activator]	-6.4%	7.4%	i	-9.8%	12.5%	?	-21.6%
C[C@@H]1CN([C@H](C)CO)C(=O)c2cc(NC(=O)NC3CCCCC3)ccc2O[C@H]1CN(C)S(C)(=O)=O	15.9%	-1.4%	65.9%[activator]	-4.3%	-4.9%	/	/	0.7%	/
Cc1ccc(NC(=O)CSc2nnc(Cc3ccccc3)c(=O)[nH]2)c(C)c1	16.3%	-21.0%	33.2%	-4.2%	-4.4%	/	-6.3%	-8.1%	8.4%
Cc1cc(NC(=O)C(C)SCC(=O)Nc2ccccc2OC(F)F)no1 (stereo not given)	-4.0%	-5.8%	7.6%	7.8%	-7.8%	1.1%	/	-1.2%	-4.5%
CC1CCCC(NC(=O)c2cccc(S(=O)(=O)N3CCN(c4ccccc4)CC3)c2)C1C (stereo not given)	-5.6%	-4.7%	22.5%	-5.2%	-4.3%	/	-22.2%	17.1%	6.3%
CN(Cc1ccc2nonc2c1)Cc1nc(CC2CC2)no1	48.8%[activator]	-4.1%	13.8%	-1.4%	i	-0.3%	/	1.0%	-4.2%
COc1ccc(/C=C/C(=O)NC2CCN(Cc3ccccc3)CC2)cc1OC	-9.0%	-1.4%	23.6%	-13.6%	-1.5%	5.2%	10.3%[59 µM]	-3.9%	-7.0%
CCCc1cc(C(=O)NCc2ccco2)no1	-20.1%	-16.0%	38.3%	-1.8%	-2.3%	-0.2%	?	-5.8%	-8.0%
COc1ccccc1NC(=O)Nc1ccc(NC(=O)c2ccccc2O)cc1	?	-28.2%	28.7%	5.2%	/	-14.6%	-9.5%	6.4%	-24.4%
CC(OC(=O)CNC(=O)c1ccc(Cl)c(Cl)c1)C(=O)N1CCOCC1 (stereo not given)	34.6%[activator]	-9.6%	34.2%	-3.2%	0.5%	/	-39.1%	-7.9%	11.6%
COc1ccccc1C(=O)CN1C(=O)NC2(CCCc3ccccc32)C1=O (stereo not given)	3.0%	-22.1%	-6.1%	-19.3%	-1.4%	/	/	-1.9%	/
COc1cccc(NC(=O)CN(C)C(=O)c2ccc(OCc3ccccc3)c(OC)c2)c1	9.4%	-19.3%	26.2%	0.5%	-3.1%	/	-32.5%	-0.7%	3.0%

Bioassay records deposited in PubChem by National Center for Advancing Translational Sciences (NCATS).
